TWEAK Fn14 block = blocks TWEAK-Fn14 interaction in a reporter cell assay | TWEAK-stimulated Fn14 reporter cells, luciferase luminescence, 8 h | inhibition, % at 10 µM | actives 2% (n = 360,000) | AID 1159606; in the data active means inhibition above about 50%
NCOA1 inh = inhibits human SRC1 coactivator; Q15788; HEK293 GAL4-SRC1 luciferase reporter, luminescence; inhibition, % at 3.6 µM; actives 0.12% (n = 360,000); AID 588354;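 active means inhibition above the campaign mean plus 3 SD, with each screening campaign given its own cutoff, cut at about 60% in these data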;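 further: 0% = DMSO treated cells and 100% = gossypol at 36 µM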
TROY NFkB inh = blocks TROY-dependent signaling in reporter cells; Q293 LMP1-TROYcd NF-kB luciferase reporter, 4 h; inhibition, % at 10 µM; actives 0.98% (n = 360,000);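 active means compounds whose plate-normalised and pattern-corrected inhibition of the luciferase reporter signal at the single screening dose is 50% or more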
NOD2-RIPK2 inh = blocks binding of human NOD2 to RIPK2 | inhibition, % at 4.98 µM | CHO BLA complementation NOD2-RIPK2, CCF4 ratio | actives 0.38% (n = 360,000); in the data active means inhibition above about 21%;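 further: 0% = vehicle only and 100% = reference blocker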
TRAIL sens C8 = caspase-8 TRAIL sensitization | NB7+C8 cells + TRAIL, ATPlite viability luminescence | inhibition (viability loss, TRAIL sensitization), % at 10 µM | actives 1% (n = 360,000) | AID 624354;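 active means compounds causing at least 50% loss of cell viability in the single-dose screen, relative to plate controls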
NCOA3 inh = inhibitors of human steroid receptor coactivator 3 (SRC3) | AID 588352 | HEK293 GAL4-SRC3 luciferase reporter, luminescence | inhibition, % at 3.6 µM | actives 0.17% (n = 360,000) | Q9Y6Q9;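 active means inhibition above a per-campaign cutoff, the mean of all compounds plus 3 SD, cut at about 60% in these data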;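 further: 0% = DMSO-treated cells and 100% = gossypol-treated cells at 36 µM; higher means less SRC3-driven luciferase light from the GAL4 reporter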
Target sequence (Q9Y6Q9 whole entry, looked up, the tested form may be a part): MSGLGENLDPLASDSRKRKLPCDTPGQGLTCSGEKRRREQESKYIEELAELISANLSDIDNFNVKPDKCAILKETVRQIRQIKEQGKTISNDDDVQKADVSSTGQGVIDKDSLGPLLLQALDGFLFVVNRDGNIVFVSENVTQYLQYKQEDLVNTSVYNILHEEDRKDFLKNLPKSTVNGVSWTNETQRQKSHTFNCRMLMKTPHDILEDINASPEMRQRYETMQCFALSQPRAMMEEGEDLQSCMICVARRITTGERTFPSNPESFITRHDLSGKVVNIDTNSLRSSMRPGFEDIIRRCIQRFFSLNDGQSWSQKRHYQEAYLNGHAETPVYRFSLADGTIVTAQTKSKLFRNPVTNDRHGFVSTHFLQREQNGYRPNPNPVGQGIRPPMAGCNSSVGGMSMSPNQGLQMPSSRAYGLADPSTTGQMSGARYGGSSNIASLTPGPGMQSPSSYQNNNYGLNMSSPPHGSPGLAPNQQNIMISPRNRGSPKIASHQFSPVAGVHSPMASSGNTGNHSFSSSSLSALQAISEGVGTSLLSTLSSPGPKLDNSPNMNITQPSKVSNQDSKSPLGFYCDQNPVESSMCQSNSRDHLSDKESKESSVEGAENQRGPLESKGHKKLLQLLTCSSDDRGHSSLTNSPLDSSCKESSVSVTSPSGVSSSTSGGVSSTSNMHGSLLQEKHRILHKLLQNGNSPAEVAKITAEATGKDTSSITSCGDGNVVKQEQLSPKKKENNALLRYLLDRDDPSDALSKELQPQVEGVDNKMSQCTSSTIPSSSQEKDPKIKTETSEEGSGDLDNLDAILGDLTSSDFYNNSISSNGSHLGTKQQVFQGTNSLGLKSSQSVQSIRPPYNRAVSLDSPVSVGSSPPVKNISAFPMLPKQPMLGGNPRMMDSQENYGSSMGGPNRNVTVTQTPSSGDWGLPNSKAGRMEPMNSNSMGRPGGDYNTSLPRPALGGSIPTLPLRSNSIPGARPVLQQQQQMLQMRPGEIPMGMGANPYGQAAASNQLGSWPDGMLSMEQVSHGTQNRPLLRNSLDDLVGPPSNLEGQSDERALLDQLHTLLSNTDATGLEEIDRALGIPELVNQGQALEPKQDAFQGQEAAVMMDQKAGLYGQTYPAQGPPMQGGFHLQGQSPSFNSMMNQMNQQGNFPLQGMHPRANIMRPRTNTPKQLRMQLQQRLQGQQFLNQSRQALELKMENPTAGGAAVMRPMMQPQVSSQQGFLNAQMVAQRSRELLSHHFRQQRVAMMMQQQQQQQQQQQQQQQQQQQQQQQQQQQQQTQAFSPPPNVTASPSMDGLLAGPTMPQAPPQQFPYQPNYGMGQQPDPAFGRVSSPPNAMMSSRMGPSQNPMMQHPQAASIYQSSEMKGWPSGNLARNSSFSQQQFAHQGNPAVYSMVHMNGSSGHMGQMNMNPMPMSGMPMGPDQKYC
SRC2 inh = inhibits human steroid receptor coactivator 2. inhibition, % at 9 µM. HEK293 GAL4-SRC2 luciferase reporter, luminescence. Q15596. actives 0.17% (n = 370,000). AID 651957;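 active means inhibition above the mean inhibition of all tested compounds plus 3 SD, set per campaign, cut at about 52% in these data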;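 further: 0% = DMSO treated cells and 100% = cells given Gossypol at 36 µM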
EBV LMP1 NFkB = Epstein-Barr LMP1 NF-kappaB reporter inhibition; AID 504558; inhibition, % at 12.5 µM; LMP1-induced NF-kappaB luciferase reporter cells, luminescence; actives 0.69% (n = 350,000); in the data active means inhibition above about 41%;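 further: 0% = neutral control wells and 100% = reference inhibitor control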
COUP-TFII inh = inhibitors of human COUP-TFII (NR2F2). P24468. HEK293T NGFI-A luciferase reporter, luminescence. inhibition, % at 8.6 µM. actives 0.7% (n = 370,000);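 active means inhibition above a per-plate cutoff, mean inhibition of test wells between control levels plus 3 SD, cut at about 38% in these data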;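 further: cells cotransfected with COUP-TFII expression vector driving the NGFI-A reporter; 0% = median of COUP-TF2 test wells and 100% = reporter-only cells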
TLR9-MyD88 inh = TLR9-MyD88 interaction inhibition; inhibition, % at 4.98 µM; CHO BLA complementation TLR9-MyD88, CCF4 FRET ratio; actives 0.21% (n = 340,000); Q9NR96+Q99836;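 active means inhibition above the mean over all tested compounds plus 3 SD, cut at about 21% in these data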;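 further: 0% = DMSO only wells and 100% = clavulanate BLA inhibitor control wells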
LRH-1 inv ag = suppresses constitutive activity of human LRH-1; inhibition, % at 3.6 µM; O00482; actives 0.13% (n = 360,000); HEK293T StAR-luciferase reporter, LRH-1 transfected, 24 h; AID 602396;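 active means inhibition above the mean inhibition of all tested compounds plus 3 SD, cut at about 73% in these data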;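 further: 0% = DMSO wells and 100% = reporter-only cells lacking LRH-1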
The depositor's hits bear a star.

For c1cc2c(cc1[C@H]1OC[C@H]3[C@@H]1CO[C@@H]3c1ccc3c(c1)OCO3)OCO2 the results were TWEAK Fn14 block -20, NCOA1 inh 7, TROY NFkB inh -15, NOD2-RIPK2 inh -4, TRAIL sens C8 -8, NCOA3 inh 5, SRC2 inh 0, EBV LMP1 NFkB -19, COUP-TFII inh 7, TLR9-MyD88 inh 16 and LRH-1 inv ag -2.
For COc1ccc(-c2ccc3c(c2)CN(C(=S)NCCc2ccccc2)Cc2cnnn2-3)cc1 the results were TWEAK Fn14 block 21, NCOA1 inh 11, TROY NFkB inh 10, NOD2-RIPK2 inh 1, TRAIL sens C8 1, NCOA3 inh 11, SRC2 inh -1, COUP-TFII inh -4 and LRH-1 inv ag 33.
Cc1c(C(=O)Nc2ccccc2)c2cc(O)ccc2n1Cc1ccccc1 was read as TWEAK Fn14 block -4, NCOA1 inh 3, TROY NFkB inh -15, NOD2-RIPK2 inh -2, TRAIL sens C8 -17, NCOA3 inh 1, SRC2 inh -11, EBV LMP1 NFkB 3, COUP-TFII inh -12, TLR9-MyD88 inh -1 and LRH-1 inv ag -4.
Screening COC(=O)C1=C(c2ccc(OC(F)(F)F)cc2)C[C@@H]2CC[C@H]1N2C(=O)N1CCCCC1 returned TWEAK Fn14 block 11, NCOA1 inh 14, TROY NFkB inh 5, NOD2-RIPK2 inh -8, TRAIL sens C8 19, NCOA3 inh 26, SRC2 inh 22, EBV LMP1 NFkB 6, COUP-TFII inh 36, TLR9-MyD88 inh -4 and LRH-1 inv ag 21.
Screening CC1CCCCC12C(=O)NC(=O)NC2=O (stereo not given) returned TWEAK Fn14 block 13, NCOA1 inh 0, TROY NFkB inh 5, NOD2-RIPK2 inh -14, TRAIL sens C8 2, NCOA3 inh -29, SRC2 inh -8, EBV LMP1 NFkB 4, COUP-TFII inh -4, TLR9-MyD88 inh 2 and LRH-1 inv ag 3.
`COc1ccc(-c2nn(CCC#N)cc2C(=O)Nc2ccccc2Cl)cc1` gave TWEAK Fn14 block -28, NCOA1 inh -10, TROY NFkB inh -1, NOD2-RIPK2 inh -7, TRAIL sens C8 -3, NCOA3 inh 7, SRC2 inh -3, EBV LMP1 NFkB -1, COUP-TFII inh 11, TLR9-MyD88 inh -9 and LRH-1 inv ag -1.
For Cc1ccc(N2C(=O)NC(=O)/C(=C\c3cn(CC(=O)O)c4ccccc34)C2=O)cc1 the results were TWEAK Fn14 block -1, NCOA1 inh -17, TROY NFkB inh 23, NOD2-RIPK2 inh -4, TRAIL sens C8 3, NCOA3 inh -13, SRC2 inh -7, EBV LMP1 NFkB -15, COUP-TFII inh -1, TLR9-MyD88 inh -6 and LRH-1 inv ag 8.
Screening CC(=O)[C@@]1(O)CCC2C3CC=C4C[C@@H](O)CC[C@]4(C)C3CC[C@@]21C (stereo not given in full) returned TWEAK Fn14 block 6, NCOA1 inh -23, TROY NFkB inh 5, NOD2-RIPK2 inh -6, TRAIL sens C8 0, NCOA3 inh 2, SRC2 inh -10, EBV LMP1 NFkB -1, COUP-TFII inh -6, TLR9-MyD88 inh -18 and LRH-1 inv ag -4.
For Cc1cc2c(C(F)(F)F)cc(=O)oc2c2c1NCCC2 the results were TWEAK Fn14 block -3, NCOA1 inh 15, TROY NFkB inh -17, NOD2-RIPK2 inh 20, TRAIL sens C8 6, NCOA3 inh 19, SRC2 inh -8, EBV LMP1 NFkB -1, COUP-TFII inh -13, TLR9-MyD88 inh 15 and LRH-1 inv ag -9.
For N#CSCC(=O)N1c2ccccc2CCc2ccccc21 the results were TWEAK Fn14 block 29, NCOA1 inh 6, TROY NFkB inh 14, NOD2-RIPK2 inh 11, TRAIL sens C8 4, NCOA3 inh 3, SRC2 inh 11, EBV LMP1 NFkB -8, COUP-TFII inh 8, TLR9-MyD88 inh 7 and LRH-1 inv ag -14.
`CC/C(=N\NC(=O)c1ccccc1O)c1c(O)n(Cc2ccccc2)c(=O)[nH]c1=O` gave TWEAK Fn14 block 4, NCOA1 inh -34, TROY NFkB inh 8, NOD2-RIPK2 inh -5, TRAIL sens C8 4, NCOA3 inh -25, SRC2 inh -26, EBV LMP1 NFkB -3, COUP-TFII inh 1, TLR9-MyD88 inh -1 and LRH-1 inv ag -25.
O=C(COc1ccc2ccccc2c1)N1CCN(Cc2c[nH]c3ccccc23)CC1 was read as TWEAK Fn14 block 41, NCOA1 inh -33, TROY NFkB inh -15, NOD2-RIPK2 inh 5, TRAIL sens C8 7, NCOA3 inh -1, SRC2 inh -11, EBV LMP1 NFkB -21, COUP-TFII inh -33, TLR9-MyD88 inh 7 and LRH-1 inv ag 4.
`Cc1cc(Cl)ccc1OCC(=O)O` gave TWEAK Fn14 block -6, NCOA1 inh -9, TROY NFkB inh -2, NOD2-RIPK2 inh 1, TRAIL sens C8 -7, NCOA3 inh -2, SRC2 inh 3, EBV LMP1 NFkB 0, COUP-TFII inh -18, TLR9-MyD88 inh 2 and LRH-1 inv ag -6.
`COc1ccc(C(C)=O)cc1CN1CC=C(c2ccccc2)CC1` gave TWEAK Fn14 block 20, NCOA1 inh -3, TROY NFkB inh 12, NOD2-RIPK2 inh 0, TRAIL sens C8 -1, NCOA3 inh -8, EBV LMP1 NFkB 1, TLR9-MyD88 inh -10 and LRH-1 inv ag -4.
`COc1cc(/C=C(/C)[N+](=O)[O-])ccc1OCc1ccccc1Cl` gave TWEAK Fn14 block 73*, NCOA1 inh -49, TROY NFkB inh 56*, NOD2-RIPK2 inh 81*, TRAIL sens C8 12, NCOA3 inh -37, EBV LMP1 NFkB -13, TLR9-MyD88 inh 34* and LRH-1 inv ag 24.
COc1ccc(C(=O)O)cc1OC was read as TWEAK Fn14 block 12, NCOA1 inh -5, TROY NFkB inh -6, NOD2-RIPK2 inh 4, TRAIL sens C8 -9, NCOA3 inh -39, SRC2 inh -42, EBV LMP1 NFkB -7, COUP-TFII inh -21, TLR9-MyD88 inh 0 and LRH-1 inv ag 8.
`CC(Cc1ccc(O)cc1)NCC(O)c1ccc(O)c(O)c1` (stereo not given) gave TWEAK Fn14 block -17, NCOA1 inh -14, TROY NFkB inh 16, NOD2-RIPK2 inh 12, TRAIL sens C8 -3, NCOA3 inh -15, SRC2 inh -13, EBV LMP1 NFkB 8, COUP-TFII inh -61, TLR9-MyD88 inh -8 and LRH-1 inv ag 21.
`O=c1[nH]c2ccccc2n1C1CCN(C(c2ccccc2OC(F)(F)F)c2nnnn2-c2ccc3c(c2)OCCO3)CC1` (stereo not given) gave TWEAK Fn14 block 76*, NCOA1 inh 58, TROY NFkB inh 42, NOD2-RIPK2 inh 0, TRAIL sens C8 -1, NCOA3 inh 56, SRC2 inh 30, COUP-TFII inh 19 and LRH-1 inv ag 46.
Screening CCN(CC)C(=O)COc1cc(C)cc2oc(=O)c3c(c12)CCCC3 returned TWEAK Fn14 block -11, NCOA1 inh 20, TROY NFkB inh 19, NOD2-RIPK2 inh -4, TRAIL sens C8 -12, NCOA3 inh -3, SRC2 inh 7, EBV LMP1 NFkB 3, COUP-TFII inh -30, TLR9-MyD88 inh 5 and LRH-1 inv ag 46.
Screening CC1CCCN(C(=O)CCl)C1 (stereo not given) returned TWEAK Fn14 block 2, NCOA1 inh 14, TROY NFkB inh -22, NOD2-RIPK2 inh 9, TRAIL sens C8 -4, NCOA3 inh 16, SRC2 inh 4, EBV LMP1 NFkB -26, COUP-TFII inh 2, TLR9-MyD88 inh -10 and LRH-1 inv ag 33.
`CCSc1nnc([C@@H](N)Cc2ccccc2)o1` gave TWEAK Fn14 block -11, NCOA1 inh -7, TROY NFkB inh 3, NOD2-RIPK2 inh 0, TRAIL sens C8 -5, NCOA3 inh 2, SRC2 inh 6, EBV LMP1 NFkB 0, COUP-TFII inh 7, TLR9-MyD88 inh 2 and LRH-1 inv ag -3.
Screening N#Cc1ccc(NC(=O)CN2C(=O)NC3(CCCC3)C2=O)cc1Cl returned TWEAK Fn14 block 0, NCOA1 inh 3, TROY NFkB inh -18, NOD2-RIPK2 inh -2, TRAIL sens C8 12, NCOA3 inh -1, SRC2 inh -15, EBV LMP1 NFkB -5, COUP-TFII inh -2, TLR9-MyD88 inh -7 and LRH-1 inv ag 2.
Screening CCOC(=O)/C(CCCN(CC)CC)=N\O returned TWEAK Fn14 block -2, NCOA1 inh -17, TROY NFkB inh 0, NOD2-RIPK2 inh 5, TRAIL sens C8 3, NCOA3 inh 4, SRC2 inh -25, EBV LMP1 NFkB -3, COUP-TFII inh 8, TLR9-MyD88 inh 7 and LRH-1 inv ag 10.
`O=C(NC1CN2CCC1CC2)c1ccc(-c2ccc([N+](=O)[O-])cc2)o1` (stereo not given) gave TWEAK Fn14 block 7, NCOA1 inh 6, TROY NFkB inh 3, NOD2-RIPK2 inh -3, TRAIL sens C8 -10, NCOA3 inh 6, SRC2 inh -5, EBV LMP1 NFkB -18, COUP-TFII inh -5, TLR9-MyD88 inh -4 and LRH-1 inv ag -3.
Screening C[C@]1(O)CC[C@H]2[C@@H]3CCC4=CC(=O)CC[C@]4(C)[C@@]3(F)[C@@H](O)C[C@@]21C returned TWEAK Fn14 block -1, NCOA1 inh -6, TROY NFkB inh -3, NOD2-RIPK2 inh -9, TRAIL sens C8 -7, NCOA3 inh -16, SRC2 inh 9, EBV LMP1 NFkB -2, COUP-TFII inh -3, TLR9-MyD88 inh 1 and LRH-1 inv ag 3.
`O=[N+]([O-])c1c(Cl)c(Cl)c(Cl)c(Cl)c1Cl` gave TWEAK Fn14 block 5, NCOA1 inh -20, TROY NFkB inh -1, NOD2-RIPK2 inh 1, TRAIL sens C8 4, NCOA3 inh 2, SRC2 inh -21, EBV LMP1 NFkB 3, COUP-TFII inh 8, TLR9-MyD88 inh 8 and LRH-1 inv ag -5.
Screening COC(=O)[C@]12OC[C@]34C([C@@H](O)[C@@H]1O)[C@]1(C)CC(=O)C(O)=C(C)[C@@H]1C[C@H]3OC(=O)[C@H](O)[C@@H]24 (stereo not given in full) returned TWEAK Fn14 block 95*, NCOA1 inh 81*, TROY NFkB inh 79*, NOD2-RIPK2 inh 26*, TRAIL sens C8 39, NCOA3 inh 69*, SRC2 inh 61*, EBV LMP1 NFkB 16, COUP-TFII inh 76*, TLR9-MyD88 inh -6 and LRH-1 inv ag 99*.
`Cc1ncoc1C(=O)NCC1=C(c2ccc3ccccc3c2)C[C@@H]2CC[C@H]1N2Cc1ccco1` gave TWEAK Fn14 block 14, NCOA1 inh 0, TROY NFkB inh -9, NOD2-RIPK2 inh -10, TRAIL sens C8 -5, NCOA3 inh -21, SRC2 inh -5, EBV LMP1 NFkB -15, COUP-TFII inh -2, TLR9-MyD88 inh 7 and LRH-1 inv ag 6.
For COC(=O)C1=C(c2ccccc2OCc2ccccc2)C[C@@H]2CC[C@H]1N2C(=O)NCCc1ccc(F)cc1 the results were TWEAK Fn14 block -14, NCOA1 inh -2, TROY NFkB inh 5, NOD2-RIPK2 inh -6, TRAIL sens C8 14, NCOA3 inh 27, SRC2 inh 5, EBV LMP1 NFkB 26, COUP-TFII inh 5, TLR9-MyD88 inh -6 and LRH-1 inv ag 7.

Not all compounds are listed, so the mix of outcomes need not match the whole.
